Source: PubChem BioAssay
HepG2 viability: kills HepG2 cells in TGF-b inhibitor counter-screen; actives 0.76% (n = 410,000); HepG2 CAGA-GFP viability, ATP luminescence, 18 h; Potency, µM (doses to about 46.1 µM), inactives show at the top dose activity change, negative = cytotoxicity, actives largely listed as cytotoxic; further: potency means the concentration at half of the fitted maximal effect; some results filed as inactive show a strong effect at the top dose
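CellTiter-Glo luminescence gave cytotoxicity after 18 hours at 37 degrees C. The cells were HepG2 CAGA-GFP in 1% FBS DMEM, stimulated with 500 pg/mL TGF-beta after compound addition. %Activity was normalised to no-cell wells (complete cell-killing) and DMSO (no toxicity), and curves were fitted and classified.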
MmCpn inh: M. maripaludis TRiC chaperonin inhibition. actives 0.031% (n = 330,000). Potency, µM (top dose mostly 76.9 µM), for inactives: top-dose activity, negative = inhibition, usual class: inhibitors. purified Mm-Cpn ATPase, ADP Transcreener TR-FRET. AID 504842; further: potency means the concentration at half of the fitted maximal effect; on the % scale 0 is the no-effect control and ±100 the full control effect; nearly all actives have a fitted effect of over 80% in size
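TR-FRET (320 nm excitation; 590 and 665 nm emission) reports ADP made from 10 uM ATP by 25 nM enzyme; compounds were preincubated 10 min, reaction run 30 min, both at 37°C.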
CCT modulator: changes cytosolic chaperonin activity. purified chaperonin ATPase assay, HTRF ADP detection, 30 min. activity change, % (test concentration not listed), hits read low. actives 0.3% (n = 360,000). AID 651819; in the data active means activity change below about -30%; further: on the % scale 0 is the no-effect control and ±100 the full control effect
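We incubate TRiC, 40 or 20 nM final, with library compounds at 76 uM and 10 uM ATP for 30 min at 37 °C. ADP formed is detected with Transcreener HTRF reagents after 30 min at room temperature.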
Nrf2 ARE act: activates Nrf2 signaling. AREc32 ARE-luciferase reporter (MCF7-derived line), luminescence, 24 h. Potency, µM (series often up to 46.1 µM), for the others: top-dose activation, hits mostly activators. actives 0.31% (n = 410,000); further: potency means the concentration at half of the fitted maximal effect; % of control where 0% means no effect; nearly all actives have a fitted effect of over 65% in size
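Quantitative high-throughput format: AREc32 reporter cells, 1000 per well, received compound by pin transfer and were incubated 24 hr at 37 deg C, 5% CO2, before Steady-Glo luminescence detection.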
TGFb inhibitor: TGF-b pathway inhibition; Potency, µM (series often up to 46.1 µM), for the others: at the top dose activity, negative = inhibition, usual class: inhibitors; AID 588855; HepG2 CAGA-GFP TGF-b/SMAD3 reporter, GFP fluorescence, 18 h; TGF-beta stimulated, 500 pg/mL final; actives 1.2% (n = 410,000); further: potency means the concentration at half of the fitted maximal effect; on the % scale 0 is the no-effect control and ±100 the full control effect; nearly all actives have a fitted effect of over 65% in size
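First, reporter cells (HEPG2 CAGA-GFP) rested 2 h at 37 degrees C. Next, compounds were pinned in and TGF-beta added to 500 pg/mL final. After 18 h, GFP was imaged per cell and summed per well.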
Nrf2 block: Nrf2 pathway inhibition; Potency, µM (highest dose often 46 µM), for the others: at the top dose activity change, negative = inhibition, most hits filed as inhibitors; A549 ARE-Fluc reporter, luciferase luminescence, 18-24 h; actives 2.1% (n = 360,000); AID 504444; further: potency means the concentration at half of the fitted maximal effect; on the % scale 0 is the no-effect control and ±100 the full control effect; nearly all actives have a fitted effect of over 60% in size
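A549 ARE_Fluc cells (5000/well, 5% FBS OPTI-MEM) pre-incubated 2 h, then treated with compounds 18-24 h at 37C/5% CO2 in concentration-response. CellTiter-Fluor viability read first; BugLite luciferase luminescence after 15 min at room temperature gives Nrf2 activity.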
Akt phos inh: Akt phosphorylation inhibition; Neuro2A IGF-stimulated pAkt S473 HTRF, 20 min; active compounds read low; activity change, % for hits at 50 µM; actives 0.32% (n = 360,000); AID 651550; in the data active means activity change below about -80%; inconclusive means mostly about -51% to -80%; further: on the % scale 0 is the no-effect control and ±100 the full control effect
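Neuro2A cells in DMEM with 0.5% FBS, overnight at 37 deg C, given compound at single 50 µM final, then IGF (6 nM final) for 20 min at 37 deg C. Lysed; phospho-Akt Ser473 by HTRF after 24 h, 665/615 ratio.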
ATXN viability: viability counter-screen for ATXN expression inhibitors; S2 cells (HEK-293 line with an ATXN2-luciferase reporter) viability, CellTiter-Fluor protease fluorescence, 24 h; Potency, µM (doses to about 56.7 µM), usual class: cytotoxic; actives 0.49% (n = 400,000); AID 651635; further: potency means the concentration at half of the fitted maximal effect; nearly all actives have a fitted effect of over 40% in size
A549 tox: counter-screen for Nrf2 inhibitors: cytotoxicity in A549 cells | AID 504648 | Potency, µM (doses to about 46 µM), for inactives: top-dose activity change, negative = cytotoxicity, most hits filed as inhibitors | actives 0.16% (n = 390,000) | A549 ARE-Fluc cells, CellTiter-Fluor viability, 18-24 h; further: potency means the concentration at half of the fitted maximal effect; on the % scale 0 is the no-effect control and ±100 the full control effect
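A549 ARE-Fluc cells in 5% FBS OPTI-MEM, 5000 cells/well, rested 2 h then exposed to compounds in concentration-response for 18-24 h at 37 °C. Viability by CellTiter-Fluor fluorescence (Ex 405/Em 525) after 30 min; luciferase luminescence (BugLite, 15 min, RT) read afterwards.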
Numbers without * were called inactive; i = inactive; ? = inconclusive; · = no result given; & = joins results of further samples. Unless noted, the call rests on the fitted dose curve; in most records, active means well fitted curve in the direction sought with a large enough effect; inconclusive means small, poorly fitted or top-dose-only effect, or another doubt; inactive means no such curve, though single readings can be large; an effect the other way counts as inactive or inconclusive.

Under each structure – HepG2 viability	MmCpn inh	CCT modulator	Nrf2 ARE act	TGFb inhibitor	Nrf2 block	Akt phos inh	ATXN viability	A549 tox
> COc1ccc(C(C(=O)NCc2ccccc2)N(Cc2ccc3c(c2)OCO3)C(=O)c2cnccn2)cc1 (centres undefined)
→ -16%	-2%	-3.0	0.0%	0%	4%	i	i	2%
> O=C(Cn1ncc2c1-c1ccccc1OC2)Nc1cccc(Cl)c1
→ -39%	2%	0.7	2.0%	-23%	?	i	i	6%
> CCN(Cc1cc2cc(C)ccc2[nH]c1=O)C(=O)c1cccc(OC)c1
→ -5%	1%	-2.2	2.5%	-7%	-12%	i	i	-2%
> Cc1cccc(N2CCN(C(=O)c3ccc4c(Cl)c5c(nc4c3)CCCC5)CC2)c1C
→ -8%	·	·	-0.6%	?	7%	·	i	-4%
> Cn1nccc1C(=O)N1CCN(c2ccccc2F)CC1
→ 3%	3%	-0.3	-0.2%	6%	-8%	i	i	-1%
> COc1cc(C(=O)Oc2ccc(C(=S)N3CCOCC3)cc2)cc(OC)c1OC
→ -8%	2%	1.2	0.3%	22%	10%	i	i	0%
> Cn1nnnc1SCC(=O)NCc1ccc2c(c1)OCO2
→ 0%	-2%	0.6	0.4%	0%	6%	i	i	1%
> CCOC(=O)C/C(N)=N/NC(=O)c1ccc(Cl)cc1Cl
→ -3%	4%	1.0	-0.2%	-4%	-18%	i	i	-4%
> CC(C)(C)NC(=O)CSc1nncn1NCc1cccc2ccccc12
→ 3%	1%	1.8	0.5%	-2%	-11%	-113%*	i	5%
> N#CC1(Nc2ccc(-c3ccc(Cl)cc3)cc2)CCCC1
→ -30%	·	-0.3	3.1%	-4%	17%	i	i	5%
> O=C(CCCCCl)Nc1c2c(nc3ccccc13)CCC2
→ -10%	1%	0.6	0.2%	9%	-11%	i	i	-6%
> C=CCN(c1ccc(C(=O)NCCSc2ccccc2)cc1)S(C)(=O)=O
→ -40%	-1%	-1.4	4.9%	-22%	4%	i	i	3%
> O/N=C/c1cn(-c2ccccc2)nn1
→ 7%	1%	3.3	4.0%	-2%	9%	i	i	-10%
> CCOC(=O)N1CCC(N2C(=O)c3ccc(C(=O)NCc4ccc(F)cc4)cc3C2=O)CC1
→ -5%	2%	-2.5	-1.4%	0%	2%	i	i	-7%
> Cc1ccc(-n2c(N)c(C(=O)N3CCCCC3)sc2=S)cc1
→ -18%	-2%	-1.2	2.6%	-17%	23%	i	i	-9%
> COC(=O)c1ccc2c(=O)n(CCN3CCOCC3)c(SCC(=O)Nc3ccc(C)cc3)nc2c1
→ 0%	-2%	-4.3	0.0%	5%	-20%	i	i	-1%
> C/C(=N\NC(=O)c1ccc(NS(=O)(=O)c2cccs2)cc1)c1ccc2ccccc2c1
→ -1%	0%	-12	4.4%	3%	?	i	?	-10%
> O=C(NN1C(=O)C2C3C=CC(O3)C2C1=O)c1ccncc1 (centres undefined)
→ 11%	-1%	-6.4	-0.3%	3%	-9%	i	i	1%
> O=C(O)CC(C(=O)O)c1ccc(OCCCCOc2ccc(C(CC(=O)O)C(=O)O)cc2)cc1 (centres undefined)
→ 14%	0%	2.1	-0.5%	6%	-16%	i	i	-16%
> CC(=O)OCC(NC(=O)C(COCc1ccccc1)NC(=O)OC(C)(C)C)C1OC(n2cc(C)c(=O)[nH]c2=O)C(OC(C)=O)C1OC(C)=O (centres undefined)
→ 0%	·	·	·	3%	11%	·	·	3%
> Cc1ccc(OCC(=O)Nc2ccc(S(=O)(=O)Nc3ccccn3)cc2)cc1
→ -7%	-3%	-15	0.6%	11%	-12%	i	i	-5%
> COc1cc(CNC(=O)c2cnccn2)cc(OC)c1
→ -21%	·	0.7	2.0%	-6%	-9%	i	i	12%
> COc1cc2c(C(=O)NCc3ccccn3)cn(C)c(=O)c2cc1OC
→ 6%	-1%	-5.7	0.1%	-4%	-12%	i	i	4%
> Cc1cc(N2CCCCCC2)nc2ccccc12
→ -10%	3%	-0.8	0.0%	-5%	8%	i	i	-4%
> CC(=O)Nc1cc(C(F)(F)F)ccc1OCCOc1ccccc1
→ -26%	·	-4.5	-0.5%	11%	-16%	i	i	-2%
> COc1ccc(OC)c(NC(=O)c2cc(-c3cc(C)cc(C)c3O)n[nH]2)c1
→ -34%	0%	-0.5	10.0%	-4%	-4%	i	i	1%
> O=C(O)C1CN(C(=O)c2ccccc2)c2cc(Cl)ccc2O1 (centres undefined)
→ -1%	-1%	1.9	-0.8%	23%	-6%	i	i	-4%
> CCCOc1ccc(C(=O)NC(=S)NCc2cccnc2)cc1
→ -21%	1%	-1.0	-0.6%	-18%	-9%	i	i	4%
> O=C(NCCC1=CCCCC1)C1CCC(CNc2c(N3CCCC3)c(=O)c2=O)CC1 (centres undefined)
→ 2%	0%	0.9	0.1%	-13%	6%	i	i	-3%
> CC[n+]1ccc(C[n+]2ccccc2)c2ccccc21
→ -39%	-6%	-1.6	0.4%	-38%	-14%	i	i	-1%

Under each structure – HepG2 viability	MmCpn inh	CCT modulator	Nrf2 ARE act	TGFb inhibitor	Nrf2 block	Akt phos inh	ATXN viability	A549 tox
> COc1ccccc1-c1cc(C(=O)O)c2c(=O)n(C)c(=O)n(Cc3ccccc3)c2n1
→ 3%	-2%	0.8	0.5%	11%	3%	i	i	3%
> Cc1ccc(-c2cc(C(=O)NCc3ccc4c(c3)OCO4)[nH]n2)c(O)c1C
→ -35%	1%	0.3	2.9%	-12%	5%	i	i	-3%
> CC(Oc1ccc(Cl)cc1)c1ccnn1S(=O)(=O)c1ccc(Cl)cc1 (centres undefined)
→ -20%	-1%	0.0	0.1%	-20%	-27%	i	?	-5%
> CCN(c1ccccc1)S(=O)(=O)c1ccc(NCC2COc3ccccc3O2)nc1 (centres undefined)
→ -26%	-3%	-0.3	0.4%	?	?	i	i	?
> CCc1noc(C)c1C(=O)N(CC)c1nc2c(C)cccc2s1
→ -2%	0%	-0.2	-0.1%	-6%	-16%	i	i	6%
> CCOc1ccc(-c2cc3nc(C4CCN(C(=O)OC(C)(C)C)CC4)c(C(=O)Nc4cccc(C(F)(F)F)c4)cn3n2)cc1
→ -10%	·	·	-0.7%	-1%	-5%	·	i	16%
> Cc1cccc(CS(=O)(=O)Cc2ccc(C(=O)NCc3cccnc3)o2)c1
→ -20%	1%	1.4	-0.5%	-19%	-1%	i	i	-11%
> Nc1c(C(=O)Nc2ccc(F)cc2)sc(=S)n1-c1ccccc1F
→ -3%	0%	0.1	0.3%	-14%	-3%	i	i	5%
> Cc1ccc(Cl)cc1NC(=O)c1cc(-c2ccc3c(c2)OCCO3)on1
→ -24%	·	·	4.1%	?	?	·	i	7%
> COc1ccc(/C=N/NC(=O)c2ccncc2)cc1COc1ccc(NC(C)=O)cc1
→ -17%	1%	0.4	0.2%	-3%	0%	i	i	4%
> COC(=O)C(CC(C)C)N1CCC(=O)c2ccccc2S1(=O)=O (centres undefined)
→ -1%&7%	-6%	0.2	4.1%	-7%&6%	-2%&9%	i	i	1%&9%
> O=C(Nc1cccc(C(F)(F)F)c1)c1ccc2c(c1)nnn2C1CCCC1
→ 1%	·	·	0.1%	-5%	-5%	·	i	-1%
> CCc1cc(-c2cnnn2Cc2ccccc2)ccc1-c1cn(CC(C)C)nn1
→ -61%	·	-0.6	2.5%	?	·	i	?	·
> Cc1ccc(NCc2cccc(B(O)O)c2)cc1
→ -35%	·	-2.3	20%	9%	?	i	i	11%
> CCc1ccc2[nH]c(=O)c(CN(CCCN3CCOCC3)C(=O)Nc3ccc(Cl)cc3)cc2c1
→ -29%	-3%	-0.3	3.9%	0%	-12%	i	i	-16%
> CC1Cc2cc(S(=O)(=O)CCC(=O)Nc3ccc(Cl)cc3F)ccc2N1C(=O)C1CC1 (centres undefined)
→ -13%	·	·	1.1%	?	13µM*	·	·	1%
> COc1ccc(NC(C)c2ccccc2)cc1 (centres undefined)
→ -2%	-1%	1.0	3.3%	1%	29%	i	i	-6%
> COc1ccc(Cl)cc1NC(=O)Cn1c(=O)n(Cc2nc(C)no2)c(=O)c2ccccc21
→ 2%	·	·	-0.9%	-24%	24%	·	·	3%
> COc1ccc(NC(=O)N(CCc2ccccc2)Cc2cc3c(C)cc(C)cc3[nH]c2=O)cc1
→ -15%	0%	-1.4	0.7%	4%	-28%	i	?	?
> Cc1ccc2[nH]c(=O)c(CN(CCCN3CCOCC3)C(=O)NC3CCCCC3)cc2c1
→ 3%	2%	-0.5	0.0%	-5%	9%	i	i	15%
> CCOc1ccc(S(=O)(=O)Nc2nccs2)cc1
→ -10%	-3%	1.6	-0.6%	-11%	-12%	i	i	-2%
> O=S1(=O)CCN(CCCc2ccccc2)CC1
→ 8%	·	1.3	-1.0%	12%	·	i	?	·
> CCCc1c(C)c2cc(C)ccc2[nH]c1=O
→ -11%	-2%	-1.9	3.6%	4%	-7%	i	i	-4%
> Cc1ccc(NC(=O)C(=O)NCC2OCCc3ccccc32)cc1 (centres undefined)
→ 17%	-3%	1.2	0.8%	18%	26%	i	i	-4%
> O=C(NCc1ccccc1)c1cnc2sc(N3CCCC3)nn2c1=O
→ -7%	·	·	0.2%	0%	13%	·	·	-2%
> COC(=O)c1ccc(Cl)cc1NC(=O)N(Cc1ccc(OC)cc1)C1CCN(C(C)=O)CC1
→ -42%	·	·	11%	-11%	-8%	·	?	-3%
> CC(C)CCNC(=O)NC(=O)COC(=O)C1=COCCO1
→ 11%	1%	1.1	2.1%	-8%	16%	i	i	1%
> O=C(NC(=S)Nc1ccc2c(c1)OCCO2)c1cccc2ccccc12
→ -12%	-16%	1.6	0.2%	2%	?	i	i	-5%
> CC(C)Sc1n[nH]c(=O)n1-c1ccccc1
→ -10%	0%	-1.9	-0.8%	16%	?	i	i	-14%
